Compound activity (PubChem BioAssay)
GASC1 inh: inhibitors of GASC-1 (KDM4C) histone demethylase, primary screen, biochemical, single concentration HTS; Lysine-specific demethylase 4C (Homo sapiens), Q9H3R0; inhibition, % at 12.5 µM; AID 720574, 2013; actives 0.15% (n = 96,000); GST-KDM4C 2-372, H3K9me3 peptide, LANCE TR-FRET;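 active = mean replicate inhibition above about 25%, with at least 55% of replicates also reaching it, limit read from the data, passing the limit was not always enough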
Target sequence (Q9H3R0 2-372 limits assumed): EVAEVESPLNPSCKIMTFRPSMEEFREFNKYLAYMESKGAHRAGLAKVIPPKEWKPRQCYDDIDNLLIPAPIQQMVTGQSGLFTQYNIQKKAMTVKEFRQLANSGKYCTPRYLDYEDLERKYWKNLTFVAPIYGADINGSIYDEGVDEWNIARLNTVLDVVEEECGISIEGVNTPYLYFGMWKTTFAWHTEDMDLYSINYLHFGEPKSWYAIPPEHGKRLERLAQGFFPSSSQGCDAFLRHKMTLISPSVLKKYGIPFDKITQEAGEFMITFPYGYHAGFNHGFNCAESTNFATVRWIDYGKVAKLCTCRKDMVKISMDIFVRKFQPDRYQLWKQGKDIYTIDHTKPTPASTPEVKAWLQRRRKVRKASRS
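Assay system: GST-GASC-1 enzyme fragment 2-372 | Amount: 10 nM enzyme | Medium: HEPES buffer, pH 7.5, plus ascorbate | Reagent: H3K9me3 peptide substrate, Fe(II), 2-oxoglutarate | Doses: Single-point compound screen | Incubation: 30 min demethylation and 1 h detection at room temperature | Measured by: LANCE TR-FRET, excitation 340 nm, emissions 618 and 671 nm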
Tcruzi prolif: T. cruzi intracellular proliferation inhibitors, primary screen, cell-based, beta-gal Tulahuen parasites, NIH3T3 host, luminescence; inhibition, % at 8.34 µM; T. cruzi beta-gal in NIH3T3, GalScreen luminescence, 90 h; actives 5.9% (n = 77,000);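 active = mean inhibition above about 93%, with at least 55% of replicates each passing it, limit read from the data, passing the limit was not always enough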
C diff HTS: C. difficile growth inhibitors, primary screen, HTS; Clostridium difficile clinical isolate growth, OD600, 24 h; active compounds read low; actives 0.25% (n = 86,000); growth activity, negative = inhibition, % at 16 µg/mL (by protocol);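 active = mean growth activity at or below -80% and every replicate also at or below -80%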;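 also: 0% = DMSO wells and -100% = levofloxacin 16 µg/mL wells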
Pf Dd2 inh: P. falciparum Dd2 growth inhibitors, primary screen, SYBR Green fluorescence, single dose replicates. 72 h; active compounds read low. activity change, % at 10 µM. actives 2.3% (n = 94,000). AID 1159554, 2015; in the data active = activity change below about -80%
* marks the source's active call; other numbers are inactive results; · = no result given; & = joins results of further samples.

The line under a structure holds: GASC1 inh, Tcruzi prolif, C diff HTS, Pf Dd2 inh
#1 COCC(=O)Nc1ccc2c(c1)OC[C@@H](C)N(C(=O)c1cnccn1)C[C@@H](C)[C@@H](OC)CN(C)C2=O
    5.9, -19, ·, 28
#2 N#C[C@H]1N[C@@H](CO)[C@@H]1c1ccc(-c2cccc(F)c2)cc1
    -0.6, 73, -17, 33
#3 C[C@@H]1CN([C@H](C)CO)C(=O)CCCn2nncc2CO[C@H]1CN(C)Cc1ccc(Cl)c(Cl)c1
    1.4, 26&-28, 13&1, -22&-3
#4 Cc1ccc(OC(=O)N(C)C[C@H]2OCc3cn(nn3)CCCC(=O)N([C@@H](C)CO)C[C@H]2C)cc1
    -0.1, 59, -3, -1
#5 CS(=O)(=O)N1CCCCN2[C@H](CO)[C@@H](c3ccc(-c4cccc(C#N)c4)cc3)[C@@H]2C1
    -0.9, 58, -2, 17
#6 CO[C@@H]1CN(C)C(=O)c2ccc(NC(=O)C3CC3)cc2OC[C@@H](C)N(Cc2cc(F)ccc2F)C[C@H]1C
    1.0, 50, ·, -87*
#7 Cc1noc(C)c1NC(=O)N(C)C[C@H]1Oc2ccc(NC(=O)Cc3cn(C)c4ccccc34)cc2CC(=O)N([C@H](C)CO)C[C@@H]1C
    1.2, -28, -9, 2
#8 COc1ccc(NC(=O)N2C[C@@H](O)COC[C@H]3O[C@H](CC(=O)NCc4ccccc4OC)CC[C@@H]32)cc1
    0.1, 50, ·, -3
#9 O=C(C[C@@H]1C=C[C@@H](NC(=O)C2CCC2)[C@H](CO)O1)NC1CCC1
    -2.4, ·, -1, -87*
#10 COc1cccc(NC(=O)N[C@@H]2C=C[C@@H](CC(=O)NCc3ccncn3)O[C@H]2CO)c1
    -0.5, 7, ·, -5
#11 C[C@H](CO)N1C[C@H](C)[C@@H](CN(C)S(C)(=O)=O)OCCCC[C@H](C)Oc2ccc(NS(=O)(=O)c3ccc(Cl)cc3)cc2C1=O
    1.9, 58, 2, -3
#12 CC(C)NC(=O)N(C)C[C@@H]1Oc2ccc(NS(=O)(=O)c3ccccc3)cc2CC(=O)N([C@H](C)CO)C[C@H]1C
    0.1, 5, -6, 34
#13 CC(C)C#Cc1ccc([C@@H]2[C@@H](C#N)N(C(=O)C3CC3)[C@H]2CO)cc1
    -1.5, 44, -18, -9
#14 O=C(C1CCC1)N1CCCCN2[C@H](CO)[C@@H](c3ccc(-c4cccc(F)c4)cc3)[C@H]2C1
    ·, 37, -18, -1
#15 C[C@H](O)C#Cc1cnc2c(c1)C(=O)N([C@@H](C)CO)C[C@H](C)[C@H](CN(C)Cc1cccc(F)c1)O2
    -2.6, 18, 0, -4
#16 C[C@@H]1CCCCO[C@H](CN(C)C(=O)Nc2ccc(C(F)(F)F)cc2)[C@H](C)CN([C@H](C)CO)C(=O)c2cc(NS(=O)(=O)c3ccc(Cl)cc3)ccc2O1
    -5.0, 99*, 14, -61
#17 C[C@H](CO)N1C[C@H](C)[C@H](CN(C)C(=O)Cc2ccncc2)Oc2ncc(C#CC3(O)CCCC3)cc2C1=O
    -0.6, 6, -7, 16
#18 O=C(NC1CCCCC1)N[C@@H]1CC[C@H](CC(=O)N2CCOCC2)O[C@H]1CO
    2.4, ·, -3, 7
#19 Cc1noc(C)c1NC(=O)N(C)C[C@H]1Oc2ncc(C#CC(C)C)cc2C(=O)N([C@H](C)CO)C[C@@H]1C
    0.6, 9, 7, -17
#20 CO[C@H]1CN(C)C(=O)c2cc(NC(=O)NC(C)C)ccc2OC[C@H](C)N(Cc2ccccn2)C[C@H]1C
    1.5, 106*, ·, 8
#21 N#C[C@@H]1[C@@H](c2ccccc2C2=CCCCC2)[C@@H](CO)N1C(=O)CN1CCOCC1
    -1.2, ·, 5, -19
#22 C[C@H]1CN([C@@H](C)CO)C(=O)CCCn2nncc2CO[C@@H]1CN(C)C(=O)Nc1cccc(C(F)(F)F)c1
    0.3, 0, 1, 15
#23 CCC(=O)N1[C@@H](CO)[C@@H](c2ccccc2)[C@@H]1CNC(=O)CN1CCOCC1
    -0.6, -11, 1, 11
#24 C[C@@H]1CN([C@H](C)CO)C(=O)c2cc(NC(=O)Nc3ccccc3)ccc2O[C@@H]1CN(C)Cc1ccc(C(=O)O)cc1
    -0.3, -16, 1, 24
#25 O=C(N[C@@H]1C=C[C@@H](CC(=O)N2CCN(c3ccccc3)CC2)O[C@@H]1CO)c1ccncc1
    7.6, 1, ·, 11
#26 O=C(N[C@H]1C=C[C@H](CC(=O)N2CCOCC2)O[C@H]1CO)c1ccccn1
    -1.1, 7, 1, 14
#27 O=C(NCc1ccc(F)cc1)[C@H]1[C@H](CO)[C@H]2Cn3c(cccc3=O)[C@H]2N1CC1CC1
    0.1, 40, -3, 9
#28 C[C@@H]1CN([C@H](C)CO)C(=O)Cc2cc(NC(=O)Cn3cnnn3)ccc2O[C@@H]1CN(C)S(=O)(=O)c1ccccc1
    0.8, -37, 2, 3
#29 O=C(C[C@H]1CC[C@H](NC(=O)CC2CC2)[C@H](CO)O1)NCc1ccc(Cl)cc1
    -0.1, -98, ·, 2
#30 C/C=C/c1ccc2c(c1)O[C@H](CN(C)C(=O)Cc1ccccn1)[C@H](C)CN([C@@H](C)CO)S2(=O)=O
    1.7, 39, 0, 8
#31 O=C(Nc1ccccc1F)N1C[C@@H]2[C@H](c3ccccc31)[C@@H](CO)N2C(=O)C1CCCC1
    2.8, -45, 5, -47
#32 C[C@H](CO)N1C[C@H](C)[C@@H](CN(C)C(=O)Nc2ccccc2)Oc2c(NC(=O)c3cnccn3)cccc2C1=O
    2.6, -7, 1, 15
#33 COCC(=O)N(C)C[C@@H]1Oc2cc(C#CCC3CCCC3)ccc2S(=O)(=O)N([C@@H](C)CO)C[C@H]1C
    -1.5, ·, 0, -75
#34 C[C@@H]1CN([C@H](C)CO)C(=O)CCCn2cc(nn2)CO[C@@H]1CN(C)C(=O)c1ccc(N2CCN(C)CC2)cc1
    2.8, 120*, 1, 2
#35 Cc1noc(C)c1S(=O)(=O)Nc1ccc2c(c1)C(=O)N([C@@H](C)CO)C[C@H](C)[C@@H](CN(C)C(=O)Nc1ccc3c(c1)OCO3)OCCCC[C@H](C)O2
    -0.1, 41, 6, -46
#36 C[C@@H]1CN([C@H](C)CO)C(=O)c2cccc(NS(=O)(=O)c3ccc(F)cc3)c2O[C@@H]1CN(C)Cc1ccccc1
    -2.4, 60, 1, -11
#37 O=C(C[C@@H]1CC[C@H]2[C@@H](COC[C@H](O)CN2C(=O)c2ccc(F)cc2)O1)N1CCCCC1
    0.1, -37, -9&-12, 13
#38 COCC#Cc1ccc2c(c1)O[C@H](CN(C)Cc1cccnc1)[C@@H](C)CN([C@@H](C)CO)S2(=O)=O
    0.4, 105*, -20, -7
#39 O=C(C[C@H]1CC[C@H]2[C@@H](COC[C@@H](O)CN2C(=O)c2ccc3c(c2)OCO3)O1)NC1CCCC1
    -1.1, 17, -5&-8, 22
#40 C[C@H](CO)N1C[C@H](C)[C@@H](CN(C)S(=O)(=O)c2ccccc2)Oc2ccc(NS(C)(=O)=O)cc2C1=O
    1.9, 45, ·, -72
#41 CC(C)C#Cc1cnc2c(c1)C(=O)N([C@H](C)CO)C[C@@H](C)[C@H](CN(C)Cc1ccc3c(c1)OCO3)O2
    1.0, 79, 2, -40
#42 CCCNC(=O)N1CC2(CN(Cc3nccs3)C2)c2c([nH]c3cc(OC)ccc23)[C@H]1CO
    1.1, ·, 1, -6
#43 C[C@@H]1CCCCO[C@H](CN(C)S(=O)(=O)c2cn(C)cn2)[C@@H](C)CN([C@H](C)CO)C(=O)c2cc(NC(=O)Nc3ccccc3)ccc2O1
    -0.9, 28, -1, 12
#44 C[C@@H]1CN([C@@H](C)CO)C(=O)c2cc(NC(=O)Nc3cccc4ccccc34)ccc2O[C@@H](C)CCCCO[C@@H]1CN(C)S(=O)(=O)c1ccc(F)cc1
    -0.4, 30, 0, -83*
#45 COc1ccccc1C(=O)N1C[C@@H]2[C@H](c3ccccc31)[C@H](CO)N2C(=O)C1CCCCC1
    -1.3, 6, -7, 14
#46 O=C(NC1CCC1)[C@H]1[C@H](CO)[C@H]2Cn3c(ccc(-c4ccccc4F)c3=O)[C@H]2N1Cc1cocn1
    2.1, 36, -3, ·
#47 CC(C)CC#Cc1ccc2c(c1)O[C@H](CN(C)C(=O)c1ccncc1)[C@H](C)CN([C@@H](C)CO)S2(=O)=O
    16, 64, 6, 5
#48 C[C@H](CO)N1C[C@H](C)[C@H](CN(C)Cc2ccc(C(=O)O)cc2)Oc2ccc(NC(=O)NC3CCCCC3)cc2C1=O
    0.7, ·, -3, 4
#49 COc1ccc(NC(=O)N(C)C[C@@H]2Oc3cc(C#CCN(C)C)ccc3S(=O)(=O)N([C@H](C)CO)C[C@@H]2C)cc1
    5.0, 60, -2, 3
#50 CCCC#Cc1ccc2c(c1)O[C@@H](CN(C)Cc1cncnc1)[C@@H](C)CN([C@@H](C)CO)S2(=O)=O
    -0.8, 44, 3, -10
#51 CC(=O)N1CCCCN2[C@H](CO)[C@@H](c3ccc(-c4ccc(C)cc4)cc3)[C@H]2C1
    -0.9, 106*, -13, 37
#52 O=C(Nc1cccc(F)c1)N1[C@@H]2CNC[C@H]1C2c1ccc(-c2cccnc2)cc1 (some centres not stated)
    -0.7&1.0, ·, -12&-4, -10&3
#53 CO[C@@H]1CN(C)C(=O)c2cc(NC(=O)c3cccc(F)c3)ccc2OC[C@@H](C)N(C)C[C@H]1C
    2.9, 0, ·, 7
#54 Cc1ccc(S(=O)(=O)N(C)C[C@@H]2OCCCC[C@@H](C)Oc3ccc(NS(=O)(=O)c4cccs4)cc3C(=O)N([C@@H](C)CO)C[C@H]2C)cc1
    8.0, 86, ·, -43
#55 C[C@@H]1CN([C@H](C)CO)C(=O)c2cc(NS(=O)(=O)c3cccs3)ccc2O[C@@H]1CN(C)C(=O)Nc1ccc(C(F)(F)F)cc1
    -1.4, -8, -10, 7
#56 CO[C@@H]1CN(C)C(=O)c2cc(NC(=O)C3CCOCC3)ccc2OC[C@H](C)NC[C@@H]1C
    4.0, 24, ·, 3
#57 COC(=O)C[C@@H]1CC[C@@H]2[C@@H](COc3ccc(NC(=O)c4cccc(OC)c4)cc3C(=O)N2C)O1
    -1.1, -70, 3, -12
#58 C[C@H]1CCCCO[C@H](CN(C)C(=O)Nc2cccc3ccccc23)[C@@H](C)CN([C@@H](C)CO)C(=O)c2cc(NS(=O)(=O)c3ccc(F)cc3)ccc2O1
    -3.5, 88, -5, -63
#59 COc1ccccc1NC(=O)N[C@H]1CC[C@H](CCNC(=O)c2ccc3c(c2)OCO3)O[C@H]1CO
    -1.3, -26, ·, 9
#60 C[C@@H]1CCCCO[C@@H](CN(C)S(=O)(=O)c2ccc(Cl)cc2)[C@@H](C)CN([C@@H](C)CO)C(=O)c2cc(NC(=O)Nc3ccc(C(F)(F)F)cc3)ccc2O1
    -1.6, 55, 26, -83*
#61 C[C@H]1CN([C@@H](C)CO)S(=O)(=O)c2ccc(C#Cc3ccncc3)cc2O[C@@H]1CN(C)C(=O)c1ccncc1
    2.7, 2, -2, -1
#62 CC(C)NC(=O)N(C)C[C@@H]1OCCCC[C@H](C)Oc2ccc(NS(=O)(=O)c3ccc(Cl)cc3)cc2C(=O)N([C@H](C)CO)C[C@@H]1C
    1.9, 27, 7, ·
#63 C[C@H](CO)N1C[C@H](C)[C@@H](CN(C)C(=O)C2CCOCC2)Oc2cc(-c3ccc(C(=O)N(C)C)cc3)ccc2S1(=O)=O
    -0.5, 28, 2, -6

Four entries picked at random from those above, as already listed:
The line under a structure holds: GASC1 inh, Tcruzi prolif, C diff HTS, Pf Dd2 inh
#61 C[C@H]1CN([C@@H](C)CO)S(=O)(=O)c2ccc(C#Cc3ccncc3)cc2O[C@@H]1CN(C)C(=O)c1ccncc1
    2.7, 2, -2, -1
#43 C[C@@H]1CCCCO[C@H](CN(C)S(=O)(=O)c2cn(C)cn2)[C@@H](C)CN([C@H](C)CO)C(=O)c2cc(NC(=O)Nc3ccccc3)ccc2O1
    -0.9, 28, -1, 12
#42 CCCNC(=O)N1CC2(CN(Cc3nccs3)C2)c2c([nH]c3cc(OC)ccc23)[C@H]1CO
    1.1, ·, 1, -6
#51 CC(=O)N1CCCCN2[C@H](CO)[C@@H](c3ccc(-c4ccc(C)cc4)cc3)[C@H]2C1
    -0.9, 106*, -13, 37

Results in sequence from the list:
C diff HTS for entries 41 to 44, in order: 2, 1, -1, 0
GASC1 inh for entries 41 to 44, in order: 1.0, 1.1, -0.9, -0.4
